# Compound activity from PubChem BioAssay.
# PHOSPHO1 inh = PubChem AID 1565 | inhibition, % at 13.3 µM | recombinant PHOSPHO1, absorbance phosphatase assay | Phosphoethanolamine/phosphocholine phosphatase (Homo sapiens), Q8TCT1 | actives 1.1% (n = 290,000); in the data active = inhibition above about 60%
# V1R ag counter = agonists of human V1a receptor, primary screen, counter-screen for OXTR agonist project, fluorescence, CHO-V1R cells. Vasopressin V1a receptor (Homo sapiens), P37288. Fluo-8 calcium fluorescence, agonist mode; 0% DMSO, 100% 3 nM vasopressin. activation, % at 3 µM. actives 0.25% (n = 320,000);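 active = activation above the mean activation of all tested compounds plus 3 SD, per screening run, cut at about 20% in these data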;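 note: signal is peak over basal fluorescence ratio across a 100 second FLIPR read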
# Target sequence (P37288 whole entry, looked up): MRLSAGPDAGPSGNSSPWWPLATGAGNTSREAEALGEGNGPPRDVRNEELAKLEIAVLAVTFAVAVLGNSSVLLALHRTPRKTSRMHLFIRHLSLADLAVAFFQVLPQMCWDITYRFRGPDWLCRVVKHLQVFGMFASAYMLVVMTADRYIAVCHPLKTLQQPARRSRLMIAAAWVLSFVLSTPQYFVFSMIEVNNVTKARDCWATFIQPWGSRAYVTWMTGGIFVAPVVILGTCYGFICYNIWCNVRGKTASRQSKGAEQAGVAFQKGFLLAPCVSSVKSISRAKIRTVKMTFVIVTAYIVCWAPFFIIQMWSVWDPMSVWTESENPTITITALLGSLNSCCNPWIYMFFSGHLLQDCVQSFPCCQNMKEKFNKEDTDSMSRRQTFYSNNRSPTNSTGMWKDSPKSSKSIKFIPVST
# MEKK2 mut-MEK5 = MEK5 binding signal on mutant MEKK2 PB1, primary screen, biochemical, multiplex bead flow cytometry, Alexa488-MEK5. percent response, % at 10 µM. Alexa488-MEK5 binding to MEKK2 mutant. AID 1530, 2009. actives 0.35% (n = 290,000); in the data active = percent response above about 24%, passing the limit was not always enough; note: inactives centre near 1; some results filed as inactive read as strong as hits; reference of the scale not given here
# MEKK3 PB1 HTS = modulators of MEKK3-MEK5 PB1 binding, primary screen, biochemical, wildtype MEKK3, multiplex bead flow cytometry, Alexa488-MEK5; bead-based flow cytometry, Alexa488-MEK5 binding to MEKK3; actives lie on both sides; 0 = blocked by unlabeled MEK5, 100 = vehicle; Mitogen-activated protein kinase kinase kinase 3 (Homo sapiens), Q99759; binding response (% of control), % at 10 µM; actives 1.4% (n = 290,000);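 active = binding response more than 3 SD above or below the average of its plate-row segment, actives on both sides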;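 note: Alexa488 bead fluorescence after subtracting the streptavidin-only scavenger bead signal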
# NALP1 inh = NALP1 inflammasome inhibitors in reconstituted yeast, colorimetric, S. cerevisiae, triplicate retest | S. cerevisiae NALP1/ASC/caspase-1 growth, X-gal OD620, 72 h | inhibition, % at 10 µM | actives 0.61% (n = 280,000) | AID 2071, 2009; in the data active = inhibition mostly above about 24%, no sharp cut-off; inactive = mostly below about 32%; note: some compounds called inactive have numbers as strong as hits
# OXTR agonist = human OXTR agonists, primary screen, fluorescence, CHO-OTR cells, Fluo-8 calcium | actives 0.32% (n = 320,000) | activation, % at 3 µM | Oxytocin receptor (Homo sapiens), P30559 | Fluo-8 calcium fluorescence; normalized: DMSO 0%, oxytocin 100%;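 active = activation above the mean of all tested compounds plus 3 SD, cutoff set per screening run, cut at about 20% in these data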;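 note: peak over basal fluorescence ratio from a 100 s FLIPR kinetic read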
# MEKK2 WT-MEK5 = modulators of MEK5 binding to wildtype MEKK2, primary screen, biochemical, multiplex bead flow cytometry, Alexa488-MEK5; Alexa488-MEK5 binding to MEKK2 WT; actives lie on both sides; actives 1.1% (n = 290,000); binding response (% of control), % at 10 µM; AID 1531, 2009; Mitogen-activated protein kinase kinase kinase 2 (Homo sapiens), Q9Y2U5; in the data active = binding response below about 67% or above about 130%
# GalR3 antag = GalR3 antagonists in HEK293 cells, primary screen, cell-based, fluorescence readout | HEK293 GalR3-CNG cAMP membrane potential fluorescence; galR3 body fused to GalR1 C-terminus | inhibition, % at 3 µM | actives 0.44% (n = 360,000);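 active = inhibition above the screen-wide average plus 3 SD, cut at about 13% in these data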;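 note: forskolin and galanin both at EC90 stimulate the cells; cAMP rise reported by CNG channel membrane potential dye signal; 0% = forskolin plus galanin with DMSO and 100% = forskolin alone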
# Target sequence (O60755 1-299 limits assumed): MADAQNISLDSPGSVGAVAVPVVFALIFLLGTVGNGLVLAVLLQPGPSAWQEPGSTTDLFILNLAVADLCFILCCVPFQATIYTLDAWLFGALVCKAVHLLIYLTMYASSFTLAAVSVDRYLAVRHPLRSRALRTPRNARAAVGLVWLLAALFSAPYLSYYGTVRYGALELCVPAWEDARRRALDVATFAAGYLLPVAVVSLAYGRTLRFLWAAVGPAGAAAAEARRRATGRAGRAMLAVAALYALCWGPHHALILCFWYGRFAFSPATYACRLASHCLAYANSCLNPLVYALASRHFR
# GPR7 antagonist = GPR7 receptor antagonists, primary screen, cell-based, fluorescence, single concentration; GPR7-expressing cells, fluorescence antagonist assay; Neuropeptides B/W receptor type 1 (Homo sapiens), P48145; inhibition, % at 4.4 µM; actives 1.1% (n = 290,000); in the data active = inhibition above about 16%, passing the limit was not always enough;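 note: cells stimulated with the agonist NPW; 0% = agonist with vehicle and 100% = vehicle without agonist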
# An asterisk follows results filed as active; . = no result given; [ ] = remark or other dose.
# Sequence of screens: PHOSPHO1 inh	V1R ag counter	MEKK2 mut-MEK5	MEKK3 PB1 HTS	NALP1 inh	OXTR agonist	MEKK2 WT-MEK5	GalR3 antag	GPR7 antagonist
- O=C(O)C1=C[C@H](c2csc3ccccc23)C[C@H](OCc2ccc(CO)cc2)O1
 : 18	-0.3	-3	66*[inhibitor]	0	0.9	104	2	-17
- CSc1c(C#N)c(N)c(C#N)c2c1COC(C)(C)C2
 : -17	0.6	-4	94	-72	-0.4	91	-6	-16
- CCc1cc2c(NCCC(=O)O)nc(C)nc2s1
 : 14	0.1	3	109	-2	-0.4	102	0	-14
- CNC(=S)NCCc1ccccc1
 : 27	0.6	7	103	.	0.1	103	-1	4
- CC(C)CC1(C)NC(=O)N(CC(=O)NC(=O)Nc2ccc3c(c2)OCCO3)C1=O (configuration not stated)
 : 2	0.6	-17	95	17	2.1	96	1	-11
- CCN(CC)S(=O)(=O)c1cccc(C(=O)N/N=C(\C)c2cccs2)c1
 : 27	0.8	.	.	4	-0.1	.	-4	0
- O=C(COc1ccccc1)Nc1nnc(S(=O)(=O)N2CCCC2)s1
 : 8	1.1	-2	96	16	0.5	96	0	-18
- Cc1ccc(NC(=O)Nc2ccc3c(c2)OCO3)c(OC(F)F)c1
 : 11	.	0	100	-7	.	99	-2	5
- Cc1nc2sc(C(c3cccs3)N3CC(C)CC(C)C3)c(O)n2n1 (configuration not stated)
 : 8	-0.1	5	101	14	-1.0	104	.	-12
- Cc1ccccc1NC(=O)C(=O)NCCc1ccccc1
 : 0	0.9	-2	96	31	-0.1	96	0	-6
- Cc1cc(C)c2ccc(C)[n+]([O-])c2c1O
 : -28	-0.7	1	103	21	-1.0	102	-5	-3
- O=C1c2ccccc2C(=O)N1Cc1cc(Cl)c(O)c([N+](=O)[O-])c1
 : 30	7.9	0	103	10	7.5	105	-7	-8
- O=C(Nc1nnc(-c2ccc(Cl)cc2)o1)NC1CCCCC1
 : -1	0.5	4	102	8	-1.1	104	3	-4
- CCc1nnc(NC(=O)CSc2nc3cc4c(cc3cc2CC)OCCO4)s1
 : -6	-0.2	3	105	29	-0.2	105	-4	-14
- COc1ccc(C(=O)NCc2nnc(SCC(=O)N3CCOCC3)o2)cc1OC
 : -7	0.6	-3	102	2	0.5	96	2	-9

# Quoted at random: 2 records from the list, in no set order.
# Sequence of screens: PHOSPHO1 inh	V1R ag counter	MEKK2 mut-MEK5	MEKK3 PB1 HTS	NALP1 inh	OXTR agonist	MEKK2 WT-MEK5	GalR3 antag	GPR7 antagonist
- CSc1c(C#N)c(N)c(C#N)c2c1COC(C)(C)C2
 : -17	0.6	-4	94	-72	-0.4	91	-6	-16
- O=C(O)C1=C[C@H](c2csc3ccccc23)C[C@H](OCc2ccc(CO)cc2)O1
 : 18	-0.3	-3	66*[inhibitor]	0	0.9	104	2	-17

# Next results
# Sequence of screens: PHOSPHO1 inh	V1R ag counter	MEKK2 mut-MEK5	MEKK3 PB1 HTS	NALP1 inh	OXTR agonist	MEKK2 WT-MEK5	GalR3 antag	GPR7 antagonist
- COc1ccc(-c2nnc(CSc3nc4ccccc4c(=O)n3CC3CCCO3)o2)cc1OC (configuration not stated)
 : 15	0.6	4	111	.	-0.8	103	2	6
- COc1ccc(CCNC(=O)CCc2cc(OC)c(OC)c(OC)c2)cc1OC
 : 23	-0.2	7	104	6	-0.2	103	-6	-15
- O=C(OC1CCN(c2ncc(C(F)(F)F)cc2Cl)CC1)c1cccc(C(F)(F)F)c1
 : -19	0.3	2	98	14	1.0	107	-6	-5
- COc1ccc(/C=C2\Sc3ccc(C(=O)NCC4CCCO4)cc3N(C)C2=O)cc1 (configuration not stated)
 : 30	0.3	5	105	8	-0.3	105	1	-10
- O=C(O)Cn1nnn(-c2ccccc2)c1=S
 : 5	0.5	3	103	.	1.7	105	-3	-5
- Cc1cc(C(=O)O)cc(Br)c1N
 : 34	0.5	-3	89	19	-0.3	98	6	-2
- Cc1ccc(CN(CC(=O)NCCc2ccccc2)C(=O)c2csnn2)cc1
 : 35	0.2	4	103	0	-0.2	99	-3	1
- COCCN1CCN(C(=O)c2ccc3oc(CCCc4ccccc4)nc3c2)CC1
 : 53	1.3	9	103	4	0.3	108	-2	-2
- Cc1ccn2c(CNC(C)c3cn(C)nc3C)c(C(=O)N3CCCCCC3)nc2c1 (configuration not stated)
 : -22	0.0	9	101	11	0.8	107	-4	-14
- O=C(N/N=C/c1ccc2c(c1)OCO2)c1ccccn1
 : 20	0.2	1	97	-1	-0.1	101	-2	20

# For reference, part of the list above.
# Sequence of screens: PHOSPHO1 inh	V1R ag counter	MEKK2 mut-MEK5	MEKK3 PB1 HTS	NALP1 inh	OXTR agonist	MEKK2 WT-MEK5	GalR3 antag	GPR7 antagonist
- COc1ccc(/C=C2\Sc3ccc(C(=O)NCC4CCCO4)cc3N(C)C2=O)cc1 (configuration not stated)
 : 30	0.3	5	105	8	-0.3	105	1	-10
- O=C(O)Cn1nnn(-c2ccccc2)c1=S
 : 5	0.5	3	103	.	1.7	105	-3	-5
- Cc1cc(C(=O)O)cc(Br)c1N
 : 34	0.5	-3	89	19	-0.3	98	6	-2
- Cc1ccc(CN(CC(=O)NCCc2ccccc2)C(=O)c2csnn2)cc1
 : 35	0.2	4	103	0	-0.2	99	-3	1

# Ordered by the number under MEKK3 PB1 HTS (largest number first): 7 from the list above
smiles | MEKK3 PB1 HTS
COc1ccc(-c2nnc(CSc3nc4ccccc4c(=O)n3CC3CCCO3)o2)cc1OC (configuration not stated) | 111
COc1ccc(/C=C2\Sc3ccc(C(=O)NCC4CCCO4)cc3N(C)C2=O)cc1 (configuration not stated) | 105
COc1ccc(CCNC(=O)CCc2cc(OC)c(OC)c(OC)c2)cc1OC | 104
COCCN1CCN(C(=O)c2ccc3oc(CCCc4ccccc4)nc3c2)CC1 | 103
Cc1ccn2c(CNC(C)c3cn(C)nc3C)c(C(=O)N3CCCCCC3)nc2c1 (configuration not stated) | 101
O=C(N/N=C/c1ccc2c(c1)OCO2)c1ccccn1 | 97
Cc1cc(C(=O)O)cc(Br)c1N | 89
